Assay outcomes (PubChem)
CFTR F508del cor = CFTR F508del correction in bronchial cells | CFBE cells, YFP halide quenching; stimulated with forskolin plus potentiator P3; % fluorescence drop versus neutral controls | activity (quench increase), % at 7.58 µM | actives 0.36% (n = 350,000);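 active = mean added fluorescence quench of at least 8% versus neutral control, with both replicates also reaching 8%; inconclusive = only one of the mean or replicate conditions met; inactive = mean below 8% and not both replicates reaching 8%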;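 note: cells transiently co-express mutant CFTR-F508del with the halide-sensitive YFP; corrector assay measuring rescue of mutant channel to the surface after 24 h compound exposure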
ARNT TACC3 PPI = disruptors of human ARNT/TACC3 interaction; Q9Y6A5; AlphaScreen His-ARNT PAS-B/GST-TACC3 binding, luminescence; TACC3 fragment carries E629A point mutation; inhibition, % at 9.99 µM; actives 0.66% (n = 390,000);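 active = mean inhibition of replicates at least 50% and at least half of replicates each reaching 50%; inconclusive = half or more replicates reach 50% but mean below 50%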;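 note: 0% = complete ARNT plus TACC3 wells and 100% = ARNT alone without TACC3; many hits fall short of the cut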
Xi reactivation = reactivates the inactive X chromosome in mouse fibroblasts; XiGFP mouse fibroblasts, % GFP-positive cells imaging, 3 d; cells co-treated with 5-aza-dC sensitizer; scaled so ellipticine positive control = 100%; activation, % at 7.58 µM; actives 0.055% (n = 360,000);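 active = mean normalized replicate activation at least 10% and every replicate at or above 10%; inconclusive = only one of the two criteria met; inactive = mean below 10% and not all replicates reach 10%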;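 note: 0% = median of on-plate neutral control wells and 100% = ellipticine 6 µM median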
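Assay system: SV40-immortalized XiGFP fibroblast cells, line 68-5-11; buffer or medium: DMEM plus 5-aza-dC sensitizer; compound: one concentration, pinned; timing: compounds 3 days, fix/stain 15 min at room temperature; benchmarks: positive control ellipticine, 6 µM final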
esBAF inh = SWI/SNF esBAF complex inhibition; AID 602393; reporter increase, % at 12.5 µM; mouse ES cells, Bmi1-luciferase knock-in reporter, 24 h; 100% = twice the neutral-well signal; actives 2% (n = 350,000); in the data active = activation above about 40%; inconclusive = no clear call, values can overlap the other calls;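 note: 0% = median of the plate's neutral control wells and 100% = double that signal; a rise in the Bmi1 reporter signal indicates esBAF inhibition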
RAD54 branch = blocks human RAD54 Holliday junction branch migration. inhibition, % at 10.4 µM. AID 602329. actives 0.14% (n = 360,000). FAM/BHQ fluorescence. Q92698;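 active = mean normalized replicate activity at least 40 and at least half of replicates scoring 40 or more; inconclusive = only one of the two criteria met; inactive = mean below 40 and under half of replicates reaching 40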;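 note: 0% = median of neutral control wells and 100% = median of positive control wells; inhibitors cause a drop in the FAM fluorescence signal; in these data hits start at about 50%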
ERAP1 inh = inhibitors of human ERAP1 aminopeptidase. Q9NZ08. recombinant ERAP1, Leu-AMC fluorescence, 60 min. inhibition, % at 10.7 µM. actives 0.15% (n = 340,000);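 active = mean replicate inhibition of at least 30%, or all replicates individually reaching that 30% level; inactive = mean below 30% and not every replicate reaching it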;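 note: 0% = neutral control wells and 100% = L-leucinethiol positive control wells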
GSIS activator = GLuc luminescence reporter in INS-1E cells, primary screen for activators of glucose-dependent secretion of insulin; INS-1E GLuc reporter insulin secretion, 2-3 h; activation, % at 16.6 µM; actives 0.61% (n = 370,000); AID 743287;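 active = lowest replicate activation of at least 40%, so every replicate reaches that level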;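 note: 0% = median of neutral control wells and 100% = median of IBMX positive control wells; some compounds called inactive have numbers as strong as hits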
RAD52 anneal inh = inhibitors of human RAD52 DNA annealing; recombinant RAD52 DNA annealing, FRET fluorescence; inhibition, % at 18.7 µM; P43351; actives 0.46% (n = 360,000);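 active = every replicate showing at least 50% inhibition; inconclusive = mean inhibition at least 50% but not in every replicate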
Target sequence (P43351 whole entry, looked up): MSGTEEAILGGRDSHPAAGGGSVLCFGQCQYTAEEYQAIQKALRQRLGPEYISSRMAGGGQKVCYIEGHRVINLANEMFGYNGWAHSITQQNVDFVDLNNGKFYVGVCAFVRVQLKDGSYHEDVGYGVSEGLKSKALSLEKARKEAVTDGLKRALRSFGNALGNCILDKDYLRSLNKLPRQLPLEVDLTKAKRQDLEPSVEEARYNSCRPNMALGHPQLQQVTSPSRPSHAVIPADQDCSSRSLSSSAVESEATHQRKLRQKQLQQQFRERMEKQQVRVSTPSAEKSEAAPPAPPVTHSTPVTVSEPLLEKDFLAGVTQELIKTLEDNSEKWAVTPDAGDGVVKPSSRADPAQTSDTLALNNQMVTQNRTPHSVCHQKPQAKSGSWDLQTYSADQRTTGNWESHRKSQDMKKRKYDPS
* = called active by the depositor; ? = inconclusive; · = not tested or not shown; & = joins results of further samples. This is a random part of the collection (roughly 3.3% active in at least one column).

SMILES	CFTR F508del cor	ARNT TACC3 PPI	Xi reactivation	esBAF inh	RAD54 branch	ERAP1 inh	GSIS activator	RAD52 anneal inh
CCOc1cc(C(=O)Nc2ccc(S(=O)(=O)Nc3onc(C)c3C)cc2)cc(OCC)c1OCC	-0.5	-17	0.3	-1	-14	5	·	-12
O=C(C[C@@H]1C[C@@H]2c3cc(NS(=O)(=O)c4ccc(F)cc4)ccc3O[C@@H]2[C@H](CO)O1)NCc1cccnc1	4.3	-5	0.1	-6	2	-1	1	2
C[C@H](CO)N1C[C@H](C)[C@H](CN(C)C(=O)Nc2cccc3ccccc23)Oc2c(NC(=O)Nc3cccc4ccccc34)cccc2C1=O	2.2	8	0.1	5	0	-1	18	11
CC(C)N(Cc1nc(-c2ccc(Cl)cc2)no1)C(=O)/C=C/c1ccccc1	·	14	·	-7	6	·	-25	·
Cc1ccc2cc3cc(C(=O)N(CC(=O)NC4CCCC4)c4cccc(C)c4C)sc3nc2c1	·	-2	·	-1	-10	0	-27	9
CCC(=O)Nc1cc(C(=O)O)ccc1Sc1ccc(Cl)cc1	-0.8	-5	0.0	-2	-5	-2	3	-13
COc1cc2oc(=O)cc(-c3ccc(-c4ccc(F)c(Cl)c4)cc3)c2c(OC)c1OC	-3.8	-1	0.1	4	19	2	-2	-8
CCCSC1=C(C#N)C(c2cccnc2)C(C(=O)OCC)=C(c2ccccc2)N1 (stereo unspecified)	·	1	·	12	3	·	-28	·
Cc1onc(-c2c(F)cccc2Cl)c1-c1ncc(-c2ccc(Cl)cc2)o1	-1.2	·	0.0	·	·	1	-1	-23
O=C(Nc1ccccc1C(=O)O)c1cc(S(=O)(=O)NCc2ccccc2)ccc1Cl	-2.0	·	0.1	4	-18	-4	9	-2
O=C(NCc1ccc(Cl)cc1)C(=O)NCC1OCCN1S(=O)(=O)c1ccc2c(c1)OCCO2 (stereo unspecified)	2.8	-5	0.0	3	-7	2	·	-20
COc1cccc(NC(=O)CN(C)C(=O)CCNS(=O)(=O)c2ccc(C)cc2)c1	-0.9	-2	0.0	0	-12	-1	·	-12
COc1ccc(CN(C)C[C@@H]2OCCCC[C@H](C)Oc3ccc(NC(=O)Cc4ccccc4)cc3C(=O)N([C@@H](C)CO)C[C@@H]2C)cc1	-0.2&0.7	5	0.0&0.2	-7&-1	0	-5	-14&-13	-2
COCCNc1nnc(SC(C)C(=O)Nc2ccc(-c3nc4ccc(C)cc4s3)cc2)s1 (stereo unspecified)	·	0	0.0	9	5	·	58	·
Cc1ccc(-c2cnc3c(c2)C(=O)N([C@H](C)CO)C[C@H](C)[C@H](CN(C)C(=O)Cc2ccccc2)O3)cc1	-1.1	-1	-0.7	2	-9	2	-16	2
O=C(N/N=C/c1cccnc1)c1cccc(Br)c1	-1.3	1	-0.1	19	4	4	8	-28
C[C@@H]1CN([C@H](C)CO)C(=O)Cc2cc(NC(=O)CCN3CCOCC3)ccc2O[C@@H]1CN(C)C(=O)NC1CCCCC1	-5.6	·	-0.2	0	·	·	1	·
Cc1oc2cc3oc(=O)c(CC(=O)NCCC(=O)O)c(C)c3cc2c1C	-2.3	22	0.0	-7	3	0	5	-15
O=C(Oc1ccc2c(=O)c(Oc3ccc4ccccc4c3)coc2c1)c1cncc(Br)c1	·	·	·	·	2	3	11	-3
C[C@@H]1CN([C@H](C)CO)S(=O)(=O)c2ccc(C3=CCCCC3)cc2O[C@@H]1CN(C)C(=O)Cc1ccccc1	1.6	11	-0.3	-4	3	0	-36	15
O=C(COC(=O)c1cc(-c2ccccc2Cl)nc2ccccc12)Nc1ncc(C(F)(F)F)cc1Cl	·	-1	0.0	·	-5	·	-34	·
CCCn1cc(CN2CCc3ccc(NC(=O)C4CCCO4)cc3C2)c(C)n1 (stereo unspecified)	-0.8	9	-0.1	3	-3	-1	2	-25
Cc1nc2c(-c3ccc(F)cc3)cnn2c2c1CCC2	·	·	0.0	·	·	2	44*	-6
Cc1cccc(C)c1NC(=O)C(=O)NCC1CCCN1S(=O)(=O)c1cccs1 (stereo unspecified)	0.7	-3	-0.3	16	·	0	-4	-28
NC(=O)C(NN=C(c1ccccc1)c1ccccc1)c1ccccc1 (stereo unspecified)	2.3	·	0.2	1	-6	1	6	-4
COc1ccc(NC(=O)Nc2ccc3c(c2)C(=O)N([C@H](C)CO)C[C@H](C)[C@H](CN(C)C(=O)Nc2c(C)noc2C)OCCCC[C@@H](C)O3)cc1	1.6	0	0.1	-3	0	1	26	12
COc1ccc(C2(c3ccc(OC)cc3)NC(=O)N(CC(=O)N(C)C)C2=O)cc1	-0.6	-4	0.0	7	-3	-2	12	5
COc1ccc(NC(=O)N(C)C[C@@H]2Oc3ccc(NC(=O)C4CC4)cc3CC(=O)N([C@H](C)CO)C[C@@H]2C)cc1	-7.6	-11	2.6	-4	-4	-3	13	-1
Cc1c(NC(=O)COc2ccc3ccccc3c2)c(=O)n(-c2ccccc2)n1C	-0.9	·	0.0	·	·	-6	0	-14
CN(Cc1ccccc1)C(=O)c1ccccc1C(=O)O	2.3	-11	0.0	3	3	-2	-6	-13
Cc1ccc(C(=O)C2CCN(C(=O)c3ccc(C)cc3)CC2)cc1	-6.8	25	0.2	-2	5	-4	-33	-18
C#CC(C)(CC)NC(=O)c1cc2cccc(CC=C)c2oc1=O (stereo unspecified)	-3.2	-1	0.0	-4	-8	1	·	-6
COCC(=O)Nc1ccc2c(c1)C(=O)N(C)C[C@@H](OC)[C@H](C)CN(C(=O)Cc1cccnc1)[C@H](C)CO2	-0.3	1	0.0	-2	1	-1	-2	-19
CC(C)NC(=O)N(C)C[C@@H]1OCCCC[C@H](C)Oc2ccc(NC(=O)Nc3ccc(C(F)(F)F)cc3)cc2C(=O)N([C@H](C)CO)C[C@@H]1C	3.2	-11	?	0	6	-3	-2	-11
CCC(Sc1nccn1C)C(=O)Nc1nnc(C)s1 (stereo unspecified)	0.5	-2	0.3	-1	-14	2	4	-12
O=C(Cc1ccc(S(=O)(=O)N2CCOCC2)s1)Nc1cc(C(F)(F)F)ccc1N1CCCC1	5.3	6	0.1	·	-12	1	-4	5
Cc1cc(C)c(C(=O)c2cccs2)c(C)c1	0.2	3	0.2	-8	-8	-2	-5	7
CC(C)CC1NC(=O)c2ccc(Cl)cc2-n2c1nc1cc(F)ccc1c2=O (stereo unspecified)	0.0	·	0.3	·	·	3	-9	4
CCC(=O)N(C)C[C@H]1Oc2ncc(C#Cc3ccncc3)cc2C(=O)N([C@@H](C)CO)C[C@H]1C	-0.5	-3	-0.9	2	4	0	5	-18
C[C@H]1NC(=O)[C@@]2(C)[C@H](c3ccccc3)[C@H]3COc4ccccc4[C@@H]3N2C1=O	-0.1	-6	-0.1	-2	5	2	-2	-16
CCC(=O)N(C)C[C@H]1Oc2cc(C#C[C@H](C)O)ccc2S(=O)(=O)N([C@@H](C)CO)C[C@@H]1C	0.1	-9	-0.4	7	-2	0	20	6
CC1CN(CCCCSc2ccc(Cl)cc2)CC(C)O1 (stereo unspecified)	1.5	-14	-0.1	-1	-4	-2	-15	0
C[C@@H]1CN([C@H](C)CO)C(=O)c2cc(-c3cccc(F)c3)cnc2O[C@@H]1CN(C)Cc1cccc(F)c1	-1.8	·	0.3	0	·	·	-22	·
CN1CCN(S(=O)(=O)c2cccc(C(=O)Nc3cc(Cl)ccc3N3CCOCC3)c2)CC1	5.1	·	0.5	-1	-1	61*	8	2
COc1cccc2[nH]c(C(=O)NN)c(N)c12	-0.8	9	0.3	·	·	4	-5	-2
CC(C)CC#Cc1cnc2c(c1)C(=O)N([C@@H](C)CO)C[C@@H](C)[C@@H](CN(C)C(=O)c1ccc(F)cc1)O2	-3.2	6	-0.7	-1	-5	-2	-33	10
Cc1cccc(C(=O)N/N=C/c2coc3ccccc3c2=O)c1	-0.7	0	0.0	-7	-9	1	8	-7
Cc1cc(NC(=O)c2ccc(Cl)cc2)n(CCC#N)n1	-2.9	·	0.2	-1	9	2	20	-9
N#C[C@H]1[C@@H](c2ccc(C3=CCCCC3)cc2)[C@H](CO)N1C(=O)Cc1ccncc1	1.2	4	0.1	-8	-9	1	2	-31
COc1ccccc1CCn1cnc(-c2ccc(F)cc2F)c1CC(C)C	2.0	·	0.1	·	·	-5	·	10
Cc1ccc(CNC(=O)c2ccc(NC3=NC4CS(=O)(=O)CC4S3)cc2)cc1 (stereo unspecified)	-1.8	4	0.2	-2	5	3	·	-2
O=C(NCC[C@H]1CC[C@@H](NC(=O)C2CCC2)[C@@H](CO)O1)c1ccc(F)cc1	-0.9	4	-1.1	-4	-6	0	2	-4
CN(C)S(=O)(=O)c1cccc(NC(=O)COC(=O)CCC(=O)c2ccc(F)cc2)c1	·	13	0.1	·	-3	-3	-2	-8
COc1cc(CNc2ccc(N3CCCC3)cc2)ccc1OCc1ccccc1	·	-7	0.0	·	·	1	6	-5
Fc1ccc(NCc2ccccc2F)cc1Cl	0.7	1	·	9	4	-3	8	-6
C=CCC1CCCC(=O)N2CCCC12 (stereo unspecified)	-1.1	4	0.0	-2	-2	-1	3	1
Cc1nn(C)cc1CN(C)Cc1c(C(=O)N(C)Cc2ccccc2)nc2ccccn12	3.3	-2	0.6	3	-15	-2	11	-14
Cc1noc(C)c1NC(=O)N[C@H]1CC[C@H](CC(=O)NCc2ccc(Cl)c(Cl)c2)O[C@H]1CO	-1.3	0	0.1	-6	1	3	-6	1
Cc1cc(Cl)ccc1NC(=O)C1CCN(S(C)(=O)=O)CC1	-2.9	4	0.1	4	3	0	10	-4
COc1ccc(CN(C)C[C@@H]2Oc3ccc(NS(=O)(=O)c4ccc(OC)cc4)cc3CC(=O)N([C@@H](C)CO)C[C@H]2C)cc1	1.0	·	0.0	·	·	0	-3	6

Additional structures follow:
SMILES	CFTR F508del cor	ARNT TACC3 PPI	Xi reactivation	esBAF inh	RAD54 branch	ERAP1 inh	GSIS activator	RAD52 anneal inh
Cc1cc(NC(=O)CSc2nnc(C3CC3)n2-c2ccccc2)no1	·	1	0.0	·	·	-3	0	-6
CCOC(=O)C(C(=O)OCC)C(c1ccccc1)N1CCN(c2ccccc2)CC1 (stereo unspecified)	-2.5	-32	0.1	-9	7	0	0	-7
CC(=O)c1ccc(N2CCN(C(=O)Nc3ccc(C)cc3)CC2)cc1	-0.6	-19	0.5	2	6	-3	-12	-4
CCOc1c(CNCCN2CCOCC2)cccc1OC	·	9	·	-3	-6	·	3	·
O=C(/C=C/c1ccc(Cl)cc1Cl)Nc1ccc(CN2CCOCC2)cc1	·	-10	0.2	·	2	-1	-11	-1
C[C@@H](NC(=O)C[C@H]1C=C[C@H](NC(=O)C2CCC2)[C@@H](CO)O1)c1ccccc1	-0.3	3	-1.0	-5	5	5	12	13
CCc1noc(C)c1C(=O)OCC(=O)Nc1ncc(Cl)cc1Cl	0.8	·	-0.2	-7	3	-4	11	-7

Single records (already shown):
Cc1cc(NC(=O)CSc2nnc(C3CC3)n2-c2ccccc2)no1 across the screens: CFTR F508del cor = ·; ARNT TACC3 PPI = 1; Xi reactivation = 0.0; esBAF inh = ·; RAD54 branch = ·; ERAP1 inh = -3; GSIS activator = 0; RAD52 anneal inh = -6
C[C@@H](NC(=O)C[C@H]1C=C[C@H](NC(=O)C2CCC2)[C@@H](CO)O1)c1ccccc1 across the screens: CFTR F508del cor = -0.3; ARNT TACC3 PPI = 3; Xi reactivation = -1.0; esBAF inh = -5; RAD54 branch = 5; ERAP1 inh = 5; GSIS activator = 12; RAD52 anneal inh = 13
